MT1-MMP act inh: blocks activation of human MT1-MMP; P50281; hit rate 0.061% among 360,000; GFP/RFP ratio change, % at 20 µM; HT1080 RFP-PRO-GFP cells, GFP/RFP ratio fluorescence, overnight; percent of plate control window, DMSO zero;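 active = GFP/RFP ratio change of at least 30% with cell ATP level not reduced by more than half and red fluorescence within 50% of control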; also: strong numbers were not always called active
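Test system: HT1080 RFP-PRO-GFP cells; Benchmarks: DMSO and RFP-L50D-GFP cell wells; Timing: cells overnight before dosing, compound overnight, 37 °C, 5% CO2; Compound: one 20 µM compound dose with 1% DMSO; Read-out: GFP/RFP fluorescence ratio.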
E coli Lon inh: inhibits E. coli Lon protease. P0A9M0. purified E. coli Lon protease, fluorescence polarization. inhibition, % at 7.94 µM. hit rate 0.42% among 360,000. AID 602123; in the data active = inhibition above about 13%, passing the limit was not always enough;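 also: 0% = enzyme with probe and DMSO and 100% = no enzyme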
MsrA inhibitor: bovine MsrA inhibition; inhibition, % at 15.5 µM; purified bovine MsrA, absorbance read-out; hit rate 0.75% among 360,000; in the data active = inhibition above about 4.5%;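 also: 0% = vehicle wells with enzyme and 100% = reference inhibitor wells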
SKN-1 block: blocks SKN-1 activity in C. elegans; inhibition, % at 21.8 µM; C. elegans VP596 Pgst-4::GFP/RFP ratio, acrylamide-induced, 24 h; hit rate 0.49% among 360,000;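 active = interference check ratio from 0.5 to 1.5 plus GFP to RFP signal ratio inhibition reaching or exceeding a fixed threshold, cut at about 30% in these data, passing the limit was not always enough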; also: some compounds called inactive have numbers as strong as hits
NRP1-CendR mod: NRP-1/CendR interaction modulation | FAM-RPARPAR peptide binding to NRP-1, fluorescence polarization | O14786 | AID 602438 | inhibition, % at 25 µM | hit rate 0.85% among 360,000;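 active = inhibition or corrected inhibition above about 18%, plus a signal ratio from 0.5 to 1.5, limit read from the data, passing the limit was not always enough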; also: strong numbers were not always called active
MLLE-PAM2 inh: inhibitors of microRNA-mediated deadenylation, human PABP1 MLLE binding; inhibition, % at 20 µM; P11940; hit rate 0.36% among 360,000; AID 588489; GST-MLLE / FITC-PAM2 fluorescence polarization; in the data active = inhibition above about 35%, passing the limit was not always enough;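 also: plate controls were DMSO wells with GST-MLLE for no effect and wells lacking GST-MLLE protein for full effect; some results filed as inactive read as strong as hits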
Target sequence (P11940 whole entry, looked up): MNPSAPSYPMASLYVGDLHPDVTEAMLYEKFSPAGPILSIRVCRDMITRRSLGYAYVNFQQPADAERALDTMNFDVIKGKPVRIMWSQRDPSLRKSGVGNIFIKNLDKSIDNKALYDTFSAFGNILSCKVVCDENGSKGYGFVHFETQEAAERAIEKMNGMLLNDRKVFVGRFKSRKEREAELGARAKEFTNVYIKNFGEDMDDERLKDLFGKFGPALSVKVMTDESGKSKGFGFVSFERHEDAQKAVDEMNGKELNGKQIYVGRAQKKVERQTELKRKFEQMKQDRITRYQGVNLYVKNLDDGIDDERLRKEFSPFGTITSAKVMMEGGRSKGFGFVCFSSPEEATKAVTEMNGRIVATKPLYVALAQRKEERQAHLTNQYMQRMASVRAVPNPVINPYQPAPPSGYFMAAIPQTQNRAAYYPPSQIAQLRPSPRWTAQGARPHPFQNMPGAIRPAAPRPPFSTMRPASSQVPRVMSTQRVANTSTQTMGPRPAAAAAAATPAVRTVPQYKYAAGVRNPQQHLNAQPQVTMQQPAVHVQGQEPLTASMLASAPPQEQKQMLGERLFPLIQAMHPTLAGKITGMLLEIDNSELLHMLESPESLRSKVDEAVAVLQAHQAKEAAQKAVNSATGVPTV
MsrA act: bovine methionine sulfoxide reductase A activation; purified bovine MsrA, absorbance read-out; activation, % at 10.6 µM; hit rate 0.3% among 360,000; in the data active = activation above about 7.5%;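 also: 0% = vehicle and 100% = reference activator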
TbMetRS inhib: blocks T. brucei methionyl-tRNA synthetase activity; purified T. brucei MetRS, ATP depletion, Kinase-Glo luminescence; inhibition, % at 11.9 µM; hit rate 0.4% among 360,000;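 active = inhibition above a per-plate cutoff of the control wells' mean inhibition plus 3 SD, cut at about 5.5% in these data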;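 also: 0% = DMSO wells median and 100% = median of wells with control inhibitor compound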
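Measured by: Kinase-Glo luciferase luminescence reporting remaining unconsumed ATP. Material: purified T. brucei MetRS enzyme. Doses: 11.9 µM compound single dose, 0.9% DMSO. Medium: HEPES buffer containing pyrophosphatase, BSA, spermine, DTT. Times: 15 min preincubation, 2 h reaction, all 25 °C. Reagent: methionine, ATP and bulk E. coli tRNA.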
FAS TE block: inhibitors of human fatty acid synthase thioesterase domain; P49327; inhibition, % at 15 µM; hit rate 0.67% among 360,000; recombinant FAS-TE, OMFH fluorogenic substrate, fluorescence endpoint;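 active = compounds whose normalised, plate-corrected inhibition of enzyme fluorescence in the single-dose primary screen is 50% or more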;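 also: 0% = DMSO with enzyme and 100% = substrate without enzyme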
* marks the source's active call; other numbers are inactive results; nt = not tested or not shown.

SMILES	MT1-MMP act inh	E coli Lon inh	MsrA inhibitor	SKN-1 block	NRP1-CendR mod	MLLE-PAM2 inh	MsrA act	TbMetRS inhib	FAS TE block
COc1ccc(NC(=O)c2c(-c3c(Cl)cccc3Cl)noc2C)cn1	-2.7	-3.6	0.6	11.2	-0.2	25.9	-0.6	-0.2	0.4
COc1ccc(S(=O)(=O)N2CCCC2)c(C)c1C	-2.0	4.2	1.2	-12.7	2.2	-5.7	-10.2	-0.4	-1.2
Cc1ccc(NC(=O)c2cc(-c3ccccc3O)n[nH]2)cc1C	7.4	-2.0	1.1	6.6	-7.7	-9.3	-3.5	-0.4	-2.4
COc1ccc(Nc2cc(Nc3ccccc3)ncn2)cc1	0.8	-7.3	0.9	3.6	1.3	-3.7	-2.6	1.8	-6.3
Cc1ccc(Nc2nc3c([nH]2)c(=O)[nH]c(=O)n3C)cc1	3.2	-5.5	0.0	-0.4	9.7	-15.7	0.0	-0.2	-1.1
Cc1ccc(N(Cc2cc3ccccc3[nH]c2=O)C(=O)c2cccs2)cc1	-1.3	9.3	0.9	21.6	-0.5	-12.2	-2.4	0.8	9.7
Cc1ccc(C(=O)OCC(=O)N(Cc2ccccc2)C(C)C)cc1C	3.0	-2.8	1.2	-15.7	-6.0	8.0	-11.2	-0.6	7.9
COc1ccc2c(c1)cc(C(=O)N[C@H](C(=O)N1CCC[C@H]1C(=O)O)C(C)C)n2C	-0.4	-3.2	0.5	-6.4	3.9	-6.1	-7.5	-1.6	-5.5
CCc1ccc(OCCCC(=O)O)c(Br)c1	3.0	-11.1	0.8	1.2	4.5	1.9	4.4	-0.2	-10.5
Cn1nnnc1SCC(=O)C(C)(C)C	-0.6	-3.8	0.1	1.8	-1.5	3.0	-2.4	0.1	-4.7
O=C(NC1CCCCC1NC(=O)c1cccs1)c1cccs1 (stereo not given)	-0.5	-5.2	-0.2	-15.7	-4.2	-2.1	-3.6	-1.1	-1.0
Cc1ccc(C)c(N2N=C(C(=O)OCc3nnc(-c4ccccc4Br)o3)CCC2=O)c1	4.1	8.9	1.9	-1.8	-3.4	8.5	-1.5	-0.1	1.4
CC(CN1CCCCC1)OC(=O)C(C)(c1ccccc1)c1ccccc1 (stereo not given)	0.0	1.4	0.3	17.9	-3.7	0.7	-1.1	-0.3	4.0
CC(=O)N[C@@H](CC(=O)O)C(=O)O	6.5	0.0	0.6	2.4	-3.3	2.3	-0.9	-0.4	5.9
CCCN1CCN(S(=O)(=O)c2c(C)[nH]c(C)c2C(=O)N2CCCCC2)CC1	2.3	-8.9	0.4	14.0	3.6	0.8	-3.1	-0.3	-5.8
NC1=NC(=O)/C(=C/c2ccc(Br)cc2)S1	1.2	-4.3	-0.8	2.4	-2.7	0.6	-2.8	-1.0	-3.2
O=C1C(=O)N(CCN2CCOCC2)C(c2ccccn2)/C1=C(/O)c1ccc(F)cc1 (stereo not given)	-8.3	1.6	2.9	20.3	18.4	5.0	-3.4	-1.3	-10.9
CCN(CC)S(=O)(=O)c1ccc(OC(C)C)c(NC(=O)C2=COCCO2)c1	4.0	-12.2	-1.2	21.8	-1.5	-17.4	0.1	-0.4	4.1
CCCN(CCC)S(=O)(=O)c1ccc(NC(=O)COc2ccccc2)cc1	4.0	-0.3	1.2	-10.3	-11.5	6.8	-11.9	-1.1	25.7
COc1ccc(C(=O)Nc2cc(OC)nc(OC)n2)cc1	4.2	-1.6	-0.3	4.9	5.9	-2.2	-5.6	-1.8	-8.4
O=C(Nc1ccc2oc(-c3ccccc3F)nc2c1)c1ncn[nH]1	6.8	0.1	-0.7	26.5	-14.9	-6.9	-5.3	-1.9	-99.2
CCC1(CC)NC(=O)N(CC(=O)OCC(=O)Nc2cc(OC)ccc2OC)C1=O	0.2	-4.0	1.2	1.7	24.2*	14.5	-3.6	-0.1	-2.5
c1ccc2c(CN3CCCCC3)csc2c1	2.2	-4.0	-0.2	4.7	8.8	-0.1	-1.1	0.1	-8.4
O=C(CCNC(=O)c1ccccc1Cl)Nc1ccc(Br)c(C(F)(F)F)c1	1.4	2.5	-0.9	4.2	-3.8	17.8	-2.7	-0.2	0.4
Cc1noc(C)c1CSc1nc2[nH]ncc2c(=O)n1-c1ccccc1	10.3	-3.7	0.8	-17.0	-6.5	5.4	-4.2	0.2	-12.7

Going on with the list.
SMILES	MT1-MMP act inh	E coli Lon inh	MsrA inhibitor	SKN-1 block	NRP1-CendR mod	MLLE-PAM2 inh	MsrA act	TbMetRS inhib	FAS TE block
Cn1c(SCCOc2cccc(Cl)c2)nnc1-c1ccncc1	2.2	-0.2	-0.7	4.9	-2.3	-43.5	-2.1	-1.4	-2.9
COc1ccc(Br)cc1-c1nc(CCl)cs1	-5.3	-10.4	0.1	14.2	-8.3	-3.4	-8.6	-1.0	31.8
O=C(c1cccc(S(=O)(=O)N2CCCC2)c1)N1CCN(S(=O)(=O)c2cccc(Cl)c2)CC1	-2.4	6.2	1.6	3.8	0.8	-7.6	-2.7	0.2	9.8
Cc1nc(N2CCCCC2)c2c(C)c(C(=O)Nc3ccc4c(c3)OCCO4)sc2n1	1.8	-0.3	1.3	4.1	0.5	-21.9	-7.4	-0.2	21.9
CCOc1ccc(S(=O)(=O)N2CCN(C(=O)c3cc([N+](=O)[O-])ccc3N3CCOCC3)CC2)cc1	-5.5	15.8	0.0	-0.2	5.9	-56.2	-4.5	-0.3	17.6
CN(CC(=O)NC(=O)NC1CCCCC1)CC(=O)Nc1ccc(Cl)cc1	1.1	-1.3	0.4	-3.0	20.9	-1.9	-0.6	-0.1	17.8
COc1ccc(-n2c(SCC(=O)N3CCCCC3C)nnc2-c2cccnc2)cc1 (stereo not given)	5.8	-2.7	-0.8	-2.2	-0.5	-11.7	-2.4	0.3	-6.6
Cc1cc(C)cc(NC(=O)c2cnn(-c3ccccc3)c2C2CCNCC2)c1	-3.9	-8.5	-0.5	-2.2	4.8	-3.3	-7.9	-1.3	-7.9
O=C(CS(=O)(=O)Cc1ccccc1)Nc1cccnc1	1.9	-3.6	0.4	-33.1	-21.6	13.9	-4.0	-0.3	-3.4
COC(=O)C1C(=O)C2=C(CC1C)Nc1ccccc1NC2c1cccs1 (stereo not given)	-2.6	-1.8	4.2	-1.3	-0.2	-15.8	-0.3	-0.7	-8.1
CC(=O)Nc1ccc(NC(=O)Nc2cccc(C)c2C)cc1	5.1	-7.2	-0.1	-5.5	1.2	1.4	-3.1	0.1	-5.3
CC(=O)c1sc(NC(=O)c2ccc(F)c(S(=O)(=O)N3CCOCC3)c2)nc1C	5.1	-7.5	1.6	-11.4	-8.3	-2.8	-4.8	-0.5	-8.9
Cc1ccc(-c2csc3ncnc(N4CCN(Cc5ccccc5)CC4)c23)cc1	1.0	5.8	0.2	-6.8	-9.3	-0.9	-4.1	-1.3	16.5
O=C(CCC(=O)NC1CCCCC1)Nc1cccnc1	3.8	-8.9	0.1	24.0	-10.4	6.7	-1.8	0.1	-1.9
COC(=O)C1=CN(Cc2ccccc2)C=C(C(=O)OC)C1c1cc(F)ccc1F	-2.0	-7.0	1.6	-9.3	8.2	-6.8	-0.9	0.1	23.6
C#CCOCCOCCOCCNc1nc(N2CCOCC2)nc(N2CCN(C(=O)[C@H](CCCN=C(N)N)n3cc(C(N)[C@@H](C)CC)nn3)CC2)n1 (stereo not given in full)	-0.2	-11.9	-0.7	4.4	3.4	17.3	-0.9	-0.1	-4.7
O=C(NCCOc1ccccc1)C1CCC(=O)N(CCc2ccc(Cl)cc2)C1 (stereo not given)	0.3	-1.6	-1.0	1.1	1.0	-4.6	-2.1	0.6	1.7
Cc1cccc(N2CC(O)(c3cccs3)[N+]3=C2CCCCC3)c1 (stereo not given)	1.6	7.9	-0.8	6.7	0.0	7.8	-5.9	-1.2	-3.8
CCCCN=C1NN=C(c2ccc(C)c(C)c2)CS1	0.1	9.6	-0.3	15.3	10.3	-43.7	-1.1	0.8	-61.9
COC(=O)N/N=C/c1ccc(OC(=O)c2ccco2)c(OC)c1	1.9	-3.0	0.2	4.7	10.5	-15.1	-2.8	-0.5	-1.3
Cc1ccc(NC(=O)COC(=O)Cn2c(C)csc2=O)cc1	-0.1	2.0	-1.6	-2.9	-2.4	12.3	0.9	-0.8	-4.7
COC(=O)C1=C(NC(=O)C(C)(C)C)CCS1	1.2	-13.6	2.5	-6.8	-3.2	12.8	-1.9	0.0	-6.6
CCc1ccc(-c2cc(C(=O)N3N=C(C(F)F)CC3(O)C(F)F)c3ccccc3n2)cc1 (stereo not given)	3.0	-3.6	0.4	12.7	-13.2	-10.8	-4.1	-1.0	37.1
CCCCN(C)C(=O)c1nc2ccccn2c1CN1CCSCC1	0.4	5.3	-0.9	-4.9	2.8	5.8	-3.6	0.7	-5.5
O=C(CCc1ccccc1)N1CCN(c2ccc([N+](=O)[O-])cc2)CC1	5.3	4.0	1.4	2.9	6.1	-5.6	-2.8	0.2	8.9

Further results:
SMILES	MT1-MMP act inh	E coli Lon inh	MsrA inhibitor	SKN-1 block	NRP1-CendR mod	MLLE-PAM2 inh	MsrA act	TbMetRS inhib	FAS TE block
O=C(NCCc1ccccc1)c1ccc2c(c1)N(Cc1ccccc1)CCS2	-1.2	0.1	nt	0.7	-14.3	-5.2	-4.6	0.1	19.2
O=C(CSc1nnc(CNC(=O)c2ccccc2)o1)NCc1ccc(F)cc1	0.7	-7.7	-0.7	-18.0	10.3	-1.2	-0.5	-0.4	-6.3
CC(=O)[C@@H]1[C@@H](C(=O)c2ccc(F)cc2)[C@]2(C(=O)Nc3ccccc32)[C@H]2C=Cc3cc(F)ccc3N12	-10.3	-10.8	0.3	-1.9	-15.5	12.5	-7.9	-0.9	2.3
COc1ccc(NC(=O)C/C(C)=N/NC(=O)c2ccccn2)c(OC)c1	-3.3	-14.2	0.6	14.7	0.6	2.5	-1.4	-0.4	-6.5
CCN(CC(=O)Nc1ccc(OC)cc1)C(=O)C1CC(=O)N(Cc2ccccc2)C1 (stereo not given)	1.1	-4.3	0.1	4.0	-8.2	1.7	-1.9	-0.2	-7.4
CC(=O)N1CCc2ccc(NC(=O)c3c(-c4c(Cl)cccc4Cl)noc3C)cc21	0.3	-4.5	0.8	8.4	-11.1	-14.0	-2.9	-0.2	-6.4
CCC(=O)c1ccc(OCC(=O)Nc2cc(S(=O)(=O)N3CCCCC3)ccc2N2CCN(CC)CC2)cc1	-0.8	0.1	0.4	-0.5	15.4	-116.0	-4.3	-0.6	1.0
Cc1ccc(CN2CCN(Cc3ccc(OCCO)cc3)CC2CCO)o1 (stereo not given)	-1.0	6.1	-0.7	0.0	-4.2	1.2	-3.0	-0.3	-1.6
CC(c1ccccc1)N1CCN(C(=O)CCl)CC1 (stereo not given)	-1.8	-2.7	-0.2	8.5	10.7	10.2	-2.5	0.3	-4.1
Cc1cc(=O)n2nc(N3CCC(C(=O)NCc4ccco4)CC3)sc2n1	-0.3	3.8	-0.4	2.9	0.4	-12.2	-5.7	-0.2	-6.7
